RAM inhibit = inhibitors of the yeast RAM network, primary screen, dse1pr::URA3 reporter, 5-FOA selection; inhibition, % at 50 µM; S. cerevisiae dse1pr::URA3 reporter, 5-FOA growth OD615, 2 d; analog-sensitive cbk1-as2 kinase mutant strain; hit rate 1.8% among 190,000;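 active = inhibition above a set limit, 3 SD over mean compound inhibition, cut at about 8.4% in these data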;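 note: 0% = DMSO-only wells with no growth and 100% = 10 µM 1-NA-PP1 full growth; inhibition rescues growth on 5-FOA so higher OD means more RAM inhibition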
PMI act = activators of human PMI, primary screen, biochemical, fluorescence intensity, near-Km mannose 6-phosphate. Mannose-6-phosphate isomerase (Homo sapiens), P34949. activation factor at 20 µM. purified human PMI, coupled resazurin fluorescence, 20 min; hits give high values; 1 = vehicle control, 0 substrate-free wells. hit rate 0.005% among 190,000;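 active = activation factor of 2 or more at 20 µM, relative to plate controls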
Target sequence (P34949 whole entry, looked up): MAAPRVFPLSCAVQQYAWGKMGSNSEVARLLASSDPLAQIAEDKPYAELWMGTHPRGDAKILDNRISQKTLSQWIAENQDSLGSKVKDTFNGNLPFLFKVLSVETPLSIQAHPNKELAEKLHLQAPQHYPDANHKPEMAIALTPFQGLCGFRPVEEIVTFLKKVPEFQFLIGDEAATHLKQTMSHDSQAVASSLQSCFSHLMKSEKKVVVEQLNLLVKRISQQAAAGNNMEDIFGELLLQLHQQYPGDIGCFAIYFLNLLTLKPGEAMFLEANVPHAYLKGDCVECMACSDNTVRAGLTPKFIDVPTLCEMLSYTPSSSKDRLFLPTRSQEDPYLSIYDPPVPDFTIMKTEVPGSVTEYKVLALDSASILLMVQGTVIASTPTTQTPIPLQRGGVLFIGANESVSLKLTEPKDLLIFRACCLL
Hsp70 act = Hsp70 transcriptional activators, primary screen, cell-based, HeLa, Hsp70 promoter luciferase, luminescence, 10 µM. activation, % at 10 µM. hit rate 0.04% among 200,000. HeLa Hsp70 promoter luciferase reporter; scaled: vehicle 0, proteasome-inhibitor control 100%;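 active = activation above the mean across all tested compounds plus 3 SD, cutoff set per campaign, cut at about 5.5% in these data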;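 note: 100% = MG132 at 30 µM as the positive control and 0% = DMSO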
G6PDH CS = L. mesenteroides G6PDH inhibitors, counter-screen for G6PDH-coupled screening assays, biochemical, Leuconostoc mesenteroides enzyme. glucose-6-phosphate dehydrogenase [Leuconostoc mesenteroides]. Purified L. mesenteroides G6PDH, diaphorase/resazurin coupled fluorescence, 45 min. inhibition, % at 5 µM. hit rate 0.12% among 200,000. AID 1020, 2008
DTT redox prof = compounds producing H2O2 with reducing agent – biochemical, NIH compound library profiling, artefact control for MLSCN library redox annotation, primary screen; DTT-dependent redox cycling H2O2, phenol red/HRP absorbance; 100% = 100 µM peroxide control, 0% = buffer; activation, % at 10 µM; hit rate 0.03% among 200,000;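 active = activation of at least 50% relative to the plate's high and low controls in the primary single-dose screen; inactive = activation below 50%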;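 note: compound incubated with DTT at 0.8 mM final as the reducing agent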
Diaph inh CS = diaphorase inhibitors and chemical oxidizers, primary screen, counter-screen for diaphorase-coupled primary assays, biochemical, uHTS, resorufin fluorescence; diaphorase resazurin-to-resorufin fluorescence, NADH, 16 min; bacterial (C. kluyveri) enzyme, not human; AID 1217, 2008; hit rate 0.69% among 190,000; inhibition, % at 20 µM;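 active = primary screen inhibition at 20 µM above a set limit, cut at about 50% in these data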;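 note: plate controls were DMSO with full reaction for no effect and wells lacking NADH for full effect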
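Detection: fluorescence of resorufin formed from resazurin, Ex 544/Em 590 nm; test system: Clostridium kluyveri diaphorase enzyme; amount: 0.14 U/mL diaphorase, enzyme working solution; times: 16-min room-temperature incubation before reading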
TLR4-MyD88 BLA = inhibitors of TLR4-MyD88 association in cells, primary screen, cell-based, HeLa CL3-4, BLA complementation, FRET ratio; AID 861, 2007; inhibition, % at 8.4 µM; hit rate 0.18% among 200,000; HeLa CL3-4 TLR4/MyD88 BLA complementation; Toll-like receptor 4 (Homo sapiens) + Myeloid differentiation primary response protein …; in the data active = inhibition above about 25%;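 note: 0% = vehicle and 100% = reference inhibitor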
PMI act satM6P = human PMI activators, high substrate, primary screen, biochemical, fluorescence intensity, near-saturating mannose 6-phosphate | Mannose-6-phosphate isomerase (Homo sapiens), P34949 | coupled PMI enzyme assay, resazurin fluorescence, 20 min; hits give high values; 1 = untreated enzyme, 0 = substrate-free blank | activation factor at 20 µM | hit rate 0.34% among 190,000;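 active = activation factor of 2 or more at 20 µM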
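test system = human PMI in coupled enzyme assay | medium = HEPES-buffered pH 7.4 with magnesium and detergent | also added = 1.0 mM mannose-6-phosphate substrate with 0.22 mM NADP+ | compound = 20 µM single dose | times = 20 min incubation at room temperature | measured by = resorufin fluorescence (Ex 544/Em 590 nm) from resazurin via diaphorase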
Diaphorase act = compounds boosting diaphorase resazurin reduction – biochemical, uHTS, resorufin fluorescence, counter-screen for diaphorase-coupled primary assays, primary screen; Diaphorase/resazurin coupled assay, 16 min; hits give high values; 1 = vehicle wells, 0 = NADH-free wells; activation factor at 20 µM; hit rate 0.005% among 190,000;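 active = diaphorase activity raised at least twofold by the compound at 20 µM; inactive = activation factor below 2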
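Material: purified diaphorase enzyme from Clostridium kluyveri / Medium: HEPES pH 7.4 buffer with MgCl2 and Tween 20 / Schedule: enzyme reaction of 16 min at room temperature / Measured by: resorufin fluorescence, excitation 544 nm, emission 590 nm / Evaluation: rise in resorufin formation, marking diaphorase activation or chemical reduction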
S1P3 antag = S1P3 receptor antagonists, primary screen, cell-based; CHO S1P3 NFAT-BLA reporter, FRET fluorescence, antagonist mode; inhibition, % at 4.98 µM; hit rate 0.27% among 170,000;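 active = inhibition above the plate cutoff, the mean inhibition of test wells on that plate plus 3 SD, cut at about 28% in these data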;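 note: cells challenged with S1P at its EC80 of 0.8 µM; blue over green emission ratio from cleaved BLA substrate after 4 h stimulation; 0% = S1P-stimulated wells and 100% = unstimulated DMSO-only wells; some compounds past the cut are filed as inactive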
Target sequence (Q99500 whole entry, looked up): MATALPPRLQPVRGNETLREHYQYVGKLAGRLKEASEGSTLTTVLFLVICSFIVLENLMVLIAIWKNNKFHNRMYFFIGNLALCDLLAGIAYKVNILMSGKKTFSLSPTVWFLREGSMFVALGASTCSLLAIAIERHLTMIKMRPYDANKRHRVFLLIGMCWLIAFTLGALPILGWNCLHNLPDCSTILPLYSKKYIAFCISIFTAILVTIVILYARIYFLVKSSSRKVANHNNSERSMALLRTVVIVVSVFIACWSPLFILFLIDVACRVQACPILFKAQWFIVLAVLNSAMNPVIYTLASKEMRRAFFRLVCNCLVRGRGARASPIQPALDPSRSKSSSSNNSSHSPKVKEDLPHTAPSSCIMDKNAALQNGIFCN
L major viab = Leishmania major promastigote growth inhibition, primary screen | inhibition, % at 10 µM | hit rate 9% among 200,000 | AID 1063, 2008 | Leishmania major promastigotes, resazurin fluorescence viability;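 note: promastigotes grown with compound for 44 hours at 28 °C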
* marks the source's active call; other numbers are inactive results. Cut-off read from the data, not from the text of the source, unless noted: active = inhibition above about 50%; inactive = the rest. This is a random part of the collection (roughly 12% active in at least one column).

For NC(=O)c1ccc(N2CCCCCC2)c([N+](=O)[O-])c1 the results were RAM inhibit 1.0, PMI act 1.1, Hsp70 act -0.5, G6PDH CS 5, DTT redox prof -0.7, Diaph inh CS -16, TLR4-MyD88 BLA 9, PMI act satM6P 1.1, Diaphorase act 1.2, S1P3 antag -7 and L major viab 4.
Screening COc1cc(C(=S)N2CCCC2)ccc1OC(=O)c1ccc(Cl)cc1[N+](=O)[O-] returned RAM inhibit 0.0, PMI act 1, Hsp70 act -0.4, G6PDH CS 2, DTT redox prof -4.5, Diaph inh CS 19, TLR4-MyD88 BLA -14, PMI act satM6P 1, Diaphorase act 0.8 and L major viab -2.
Screening O=C1Nc2ccc([N+](=O)[O-])cc2OC1CCN1CCOCC1 (stereo not drawn) returned RAM inhibit -0.4, PMI act 1, Hsp70 act -0.1, G6PDH CS 5, DTT redox prof 2.6, Diaph inh CS 4, TLR4-MyD88 BLA 2, PMI act satM6P 1, Diaphorase act 1, S1P3 antag -20 and L major viab -3.
Screening CCn1c(=O)[nH]c(=O)c2c(N)c(C(=O)c3ccccc3OC)sc21 returned RAM inhibit 0.8, PMI act 0.9, Hsp70 act -0.2, G6PDH CS 16, DTT redox prof 0.2, Diaph inh CS 10, TLR4-MyD88 BLA 0, PMI act satM6P 1, Diaphorase act 0.9, S1P3 antag -13 and L major viab 27.
`Cc1ccc(S(=O)(=O)CCC(=O)OCc2ccccc2)cc1` gave RAM inhibit 0.9, PMI act 0.9, Hsp70 act 0.2, G6PDH CS 6, DTT redox prof -0.3, Diaph inh CS 4, TLR4-MyD88 BLA 10, PMI act satM6P 1, Diaphorase act 1, S1P3 antag -12 and L major viab -3.
`CCOC(=O)C1(CC/C(C)=N\NC(N)=O)CC(C)(C)OC1=O` (stereo not drawn) gave RAM inhibit 2.7, PMI act 0.9, Hsp70 act -0.4, G6PDH CS 4, DTT redox prof -0.6, Diaph inh CS 5, TLR4-MyD88 BLA 0, PMI act satM6P 1, Diaphorase act 0.9, S1P3 antag 4 and L major viab 3.
`Nc1nnc(SCC(=O)c2ccc([N+](=O)[O-])cc2)s1` gave RAM inhibit 2.0, PMI act 0.9, Hsp70 act 0.1, G6PDH CS 7, DTT redox prof 0.2, Diaph inh CS 14, TLR4-MyD88 BLA -1, PMI act satM6P 0.9, Diaphorase act 0.9, S1P3 antag -22 and L major viab 84*.
`Cc1c2c(n3c(nc4ccccc43)c1C#N)N(CCCN(C)C)CC2` gave RAM inhibit 1.2, PMI act 0.8, Hsp70 act -0.2, G6PDH CS 24, DTT redox prof -0.3, Diaph inh CS 30, TLR4-MyD88 BLA -8, PMI act satM6P 0.7, Diaphorase act 0.7, S1P3 antag -3 and L major viab 35.
Cc1cc(O)c(C2(C(F)(F)F)NCCNC2=O)cc1C (stereo not drawn) was read as RAM inhibit 0.9, PMI act 0.9, Hsp70 act 0.6, G6PDH CS -18, DTT redox prof 0.6, Diaph inh CS 13, TLR4-MyD88 BLA -10, PMI act satM6P 0.9, Diaphorase act 0.9, S1P3 antag -10 and L major viab -8.
Screening O=C1c2cccc3cccc(c23)C(=O)N1CCN1CCN(C(=S)Nc2ccccc2)CC1 returned RAM inhibit 0.9, PMI act 1, Hsp70 act -0.3, G6PDH CS -26, DTT redox prof -0.3, Diaph inh CS 17, TLR4-MyD88 BLA 7, PMI act satM6P 1, Diaphorase act 0.8, S1P3 antag 9 and L major viab 95*.

Brought forward from above: 2 entries; new compounds follow.
Cc1cc(O)c(C2(C(F)(F)F)NCCNC2=O)cc1C (stereo not drawn) was read as RAM inhibit 0.9, PMI act 0.9, Hsp70 act 0.6, G6PDH CS -18, DTT redox prof 0.6, Diaph inh CS 13, TLR4-MyD88 BLA -10, PMI act satM6P 0.9, Diaphorase act 0.9, S1P3 antag -10 and L major viab -8.
Screening O=C1c2cccc3cccc(c23)C(=O)N1CCN1CCN(C(=S)Nc2ccccc2)CC1 returned RAM inhibit 0.9, PMI act 1, Hsp70 act -0.3, G6PDH CS -26, DTT redox prof -0.3, Diaph inh CS 17, TLR4-MyD88 BLA 7, PMI act satM6P 1, Diaphorase act 0.8, S1P3 antag 9 and L major viab 95*.
For CC(=O)NC(=S)Nc1cccc2c(C)cc(C)nc12 the results were RAM inhibit 1.2, PMI act 1.1, Hsp70 act -0.2, G6PDH CS -3, DTT redox prof -1.3, Diaph inh CS 3, TLR4-MyD88 BLA -5, PMI act satM6P 0.7, Diaphorase act 1, S1P3 antag -11 and L major viab 4.
For COc1ccc(-c2cn(-c3cccc(C)c3)c(=O)[nH]2)cc1OC the results were RAM inhibit 1.5, PMI act 1.7, Hsp70 act 0.1, G6PDH CS 11, DTT redox prof -0.8, Diaph inh CS -3, TLR4-MyD88 BLA 6, PMI act satM6P 1.9, Diaphorase act 1, S1P3 antag -27 and L major viab -8.
CCCCONc1ncnc2nonc12 was read as RAM inhibit 0.7, PMI act 1.1, Hsp70 act 0.4, G6PDH CS 2, DTT redox prof -0.3, Diaph inh CS -6, TLR4-MyD88 BLA 3, PMI act satM6P 1.1, Diaphorase act 1.1, S1P3 antag 13 and L major viab -6.
Screening COc1ccc(NC(=O)c2ccc(C(=O)Nc3ccc(OC)cc3OC)cc2)c(OC)c1 returned RAM inhibit 6.5, PMI act 1.2, Hsp70 act 0.5, G6PDH CS 2, DTT redox prof -0.3, Diaph inh CS 4, TLR4-MyD88 BLA -3, PMI act satM6P 1.1, Diaphorase act 1, S1P3 antag -6 and L major viab -5.
Screening CCOC(=O)C1(CC2CCCCO2)CCN(C(=O)Nc2ccc(C)c(C)c2)CC1 (stereo not drawn) returned RAM inhibit 4.7, PMI act 0.9, Hsp70 act 0.2, G6PDH CS 4, DTT redox prof 12, Diaph inh CS 16, TLR4-MyD88 BLA -1, PMI act satM6P 1, Diaphorase act 0.8, S1P3 antag -15 and L major viab 27.
For COc1cccc(Cn2cccc(NC(=O)NC3CCCCC3)c2=O)c1 the results were RAM inhibit 4.8, PMI act 0.8, Hsp70 act -0.1, G6PDH CS 3, DTT redox prof 3.0, Diaph inh CS 28, TLR4-MyD88 BLA -6, PMI act satM6P 0.9, Diaphorase act 0.7, S1P3 antag 31 and L major viab 99*.
For Cc1ccc(C(=O)Cc2nnc(C)s2)cc1 the results were RAM inhibit -0.1, PMI act 1, Hsp70 act -0.3, G6PDH CS 9, DTT redox prof -0.8, Diaph inh CS 18, TLR4-MyD88 BLA 4, PMI act satM6P 0.6, Diaphorase act 0.8, S1P3 antag -22 and L major viab -10.
`COc1ccc(CCNC(=O)CN(c2ccccc2OC)S(C)(=O)=O)cc1` gave RAM inhibit 3.6, PMI act 0.9, Hsp70 act -0.4, G6PDH CS 6, DTT redox prof -2.7, Diaph inh CS 2, TLR4-MyD88 BLA 6, PMI act satM6P 1, Diaphorase act 1, S1P3 antag -28 and L major viab -4.
CCCCNCc1cccn1-c1ccccc1 was read as RAM inhibit 0.5, PMI act 1.1, Hsp70 act -0.1, G6PDH CS 0, DTT redox prof 0.9, Diaph inh CS 8, TLR4-MyD88 BLA 15, PMI act satM6P 1.1, Diaphorase act 0.9 and L major viab 11.
For O=c1cc(CO)oc(CN2CCN(c3ccccc3F)CC2)c1O the results were RAM inhibit 3.7, PMI act 1, Hsp70 act -0.3, G6PDH CS 15, DTT redox prof 3.0, Diaph inh CS 3, TLR4-MyD88 BLA 5, PMI act satM6P 0.9, Diaphorase act 1, S1P3 antag 0 and L major viab -3.
CCC(=O)N1CCc2cc(S(=O)(=O)NCCC(=O)N3CC=C(c4ccccc4)CC3)ccc21 was read as RAM inhibit 2.8, PMI act 1, Hsp70 act 0.2, G6PDH CS 0, DTT redox prof 0.1, Diaph inh CS 11, TLR4-MyD88 BLA -2, PMI act satM6P 0.9, Diaphorase act 0.9 and L major viab 10.
For COc1ccc(NC(=O)CSc2n[nH]c(N)n2)c([N+](=O)[O-])c1 the results were RAM inhibit 0.3, PMI act 0.9, Hsp70 act -0.1, G6PDH CS 6, DTT redox prof -5.5, Diaph inh CS 14, TLR4-MyD88 BLA 2, PMI act satM6P 1, Diaphorase act 0.9 and L major viab -4.
Screening CCCN(CCC)CCCOC(=O)c1ccc(Cl)cc1Cl returned RAM inhibit -0.9, PMI act 0.9, Hsp70 act -0.3, G6PDH CS 6, DTT redox prof 0.0, Diaph inh CS 16, TLR4-MyD88 BLA -3, PMI act satM6P 1, Diaphorase act 0.8 and L major viab 90*.
CCOc1ccc(-c2csc(NNC3=NCCCCC3)n2)cc1 was read as RAM inhibit 0.0, PMI act 1, Hsp70 act -0.2, G6PDH CS -1, DTT redox prof -1.7, Diaph inh CS -9, TLR4-MyD88 BLA -4, PMI act satM6P 1, Diaphorase act 1.1, S1P3 antag -18 and L major viab 17.
Screening CCOc1ccc2oc(C(=O)NC(C)(C)CC)c(C)c2c1 returned RAM inhibit 1.8, PMI act 1, Hsp70 act 0.0, G6PDH CS 7, DTT redox prof -0.4, Diaph inh CS 7, TLR4-MyD88 BLA 5, PMI act satM6P 1, Diaphorase act 0.9, S1P3 antag 10 and L major viab -3.

Screening data from PubChem BioAssay.
